# PfHsp40 rescue – rescue of yeast from PfHsp40 toxicity, primary screen, S. cerevisiae, ATP luminescence; S. cerevisiae expressing PfHsp40, growth rescue; growth rescue, % at 12.5 µM; 340,000 compounds, 0.68% hits; AID 504582, 2011; in the data active = growth rescue above about 28%, passing the limit was not always enough; inconclusive = no clear call, values can overlap the other calls;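 note: yeast W303a lacking pdr1 and pdr3 grown in galactose medium; growth measured after three days at 30 °C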
# TcdB inh – TcdB glycohydrolase inhibitors, primary screen, biochemical, single point, plate reader; Toxin B (Clostridioides difficile), P18177; TcdB glycohydrolase enzymatic assay; inhibition, % at 9.99 µM; 350,000 compounds, 0.24% hits; AID 652162, 2013; in the data active = inhibition above about 10%
# CCHF vOTU inh – CCHFV vOTU protease inhibitors, primary screen, biochemical, Pep-AMC substrate, fluorescence; Crimean-Congo hemorrhagic fever virus L polyprotein viral ovarian tumor (vOTU) protease …; inhibition, % at 11.5 µM; 370,000 compounds, 0.55% hits; AID 651958, 2012; in the data active = inhibition above about 30%; note: 0% = vehicle wells with enzyme and 100% = no enzyme wells
# FadD28 FP inh – inhibitors of FadD28 bisubstrate probe binding, primary screen, biochemical, fluorescence polarization, single point. 360,000 compounds, 0.22% hits. inhibition, % at 12.5 µM. AID 588549, 2011. Mycobacterium tuberculosis FadD28 fatty-acid-AMP ligase; in the data active = inhibition above about 8.5%, passing the limit was not always enough; inconclusive = no clear call, values can overlap the other calls
# PrPC TRFRET – inhibitors of human cell surface prion protein PrPC, primary screen, cell-based, TR-FRET; AID 720596, 2013; TR-FRET read-out; 370,000 compounds, 0.43% hits; Major prion protein (Homo sapiens), P04156; inhibition, % at 13.8 µM; in the data active = inhibition above about 24%; note: 0% = median of the test wells and 100% = reference compound wells
# Anthrax LF inh2 – Bacillus anthracis LF protease inhibitors, primary screen, biochemical, multiplex microsphere, MLPCN library. 360,000 compounds, 0.12% hits. multiplex microsphere protease cleavage assay. AID 588501, 2011. inhibition, % at 10 µM; note: plate controls were buffer without enzyme for full effect and enzyme alone for no effect
# BoNT-A LC inh2 – BoNT/A light chain protease inhibitors, primary screen, biochemical, flow cytometry, MLPCN library. 360,000 compounds, 0.17% hits. multiplex microsphere protease substrate cleavage. Botulinum neurotoxin type A light chain protease (Clostridium botulinum A str. ATCC 3502). inhibition, % at 10 µM; note: plate controls were buffer without enzyme for full effect and enzyme alone for no effect
# Y pestis TopoI – Yersinia pestis topoisomerase I inhibitors, primary screen, biochemical, cleavage product accumulation, plate reader, single point; AID 504884, 2011; DNA topoisomerase I (Yersinia pestis CO92); 360,000 compounds, 0.064% hits; Y. pestis Topo-I cleavage product accumulation; activity, % at 10 µM; in the data active = activity above about 50%, passing the limit was not always enough; inconclusive = no clear call, values can overlap the other calls; note: inactives centre near 2
# BoNT-F LC inh – BoNT/F light chain protease inhibitors, primary screen, biochemical, flow cytometry, MLPCN library. inhibition, % at 10 µM. Multiplex microsphere protease cleavage assay. 360,000 compounds, 0.22% hits. AID 588497, 2011; in the data active = inhibition above about 35%, passing the limit was not always enough; inconclusive = no clear call, values can overlap the other calls; note: plate controls were buffer without enzyme for full effect and enzyme alone for no effect
# * hit, by the source's call; ? = inconclusive; / = not tested or not shown; & = joins results of further samples. Cut-off read from the data, not from the text of the source, unless noted: active = inhibition above about 30%; inconclusive = no clear call, values can overlap the other calls; inactive = below that.
1. COCCn1c(SCc2ccc(Cl)cc2)nc2c1c(=O)[nH]c(=O)n2C
2. COC(=O)NCCc1cc(OC)c(OC)cc1S(=O)(=O)N1CC(=O)Nc2ccccc21
3. CCN1CCN(CC(=O)Nc2cccc(C)c2C)C(=O)C1=O
4. COc1ccc2c(c1)C(=O)O[C@@H](c1ccccc1)C[C@@H](O)C(=O)CC2
5. Cn1c(=O)c2c(nc(NCCc3ccccc3)n2Cc2ccc(F)cc2)n(C)c1=O
6. O=C(N/N=C1\CCCc2ccccc21)c1cccc([N+](=O)[O-])c1
7. CCn1c(CSc2nc3ccccc3[nH]2)nc2cc(C(=O)O)ccc21
8. Cc1ccc(C(=O)NNC(=O)c2ccc(SCC3CCCO3)c([N+](=O)[O-])c2)cc1 (stereo not given)
9. COc1ccc(S(=O)(=O)N2CCC3(CC2)OCCN3S(=O)(=O)c2ccccc2)cc1OC
10. Cc1ccc(C)c2[nH]c(=O)c(CCNC(=O)Cc3cccs3)cc12

compound no.	1	2	3	4	5	6	7	8	9	10
PfHsp40 rescue	0.0	-1.2	-0.6	/	1.0	-0.2	-0.9	0.2	-0.9	-1.3
TcdB inh	0.9	-0.4	0.6	-0.4	-0.1	0.1	/	-0.3	3.1	-0.9
CCHF vOTU inh	-16	-15	-5	-1	1	-2	-15	-5	-5	5
FadD28 FP inh	-2.2	/	-2.2	/	-3.5	-0.4	0.1	0.7	-1.3	-0.6
PrPC TRFRET	9	5	0	1	-5	-6	-5	-21	-5	-3
Anthrax LF inh2	/	12	1	-9	2	3	11	0	0	-2
BoNT-A LC inh2	/	-2.7	-0.1	0.0	0.1	-1.0	0.2	0.1	-0.4	0.5
Y pestis TopoI	7	0	-3	/	24	-4	7	-2	14	0
BoNT-F LC inh	/	-18	-9	2	0	-7	1	2	19	-1

11. COc1ccc2[nH]c3c(=O)n(Cc4ccc(C(=O)N5CCC(C(N)=O)CC5)cc4)c(=S)[nH]c3c2c1
12. COc1ccc([C@H]2CC(=O)C=C(c3ccc(C)cc3)C2)cc1
13. Cc1ccc(-c2csc(NC(=O)CCNC(=O)c3ccco3)n2)cc1
14. COC(=O)c1ccc(NC(=S)N2CCN(C)CC2)cc1
15. O=C(Oc1ccnc2cc(Cl)ccc12)N1CCCCCC1
16. Cc1cccc(N2CCN(C(=S)c3ccc([N+](=O)[O-])cc3)CC2)c1
17. Cc1nnc(NC(=O)C(C)Sc2nnc(-c3ccco3)n2C(C)C)s1 (stereo not given)
18. COc1cc(NC(=O)C2(C)CCCN(C(C)C)C2)cc(OC)c1OC (stereo not given)
19. CCOC(=O)c1cccc(N2C(=O)Nc3ccccc3N2O)c1
20. CS(=O)(=O)c1ncc(Cl)c(C(=O)Nc2ccc3ccccc3c2)n1

compound no.	11	12	13	14	15	16	17	18	19	20
PfHsp40 rescue	-0.2	8.3	1.1	-0.4	4.5	0.0	-1.4	/	-0.6	14
TcdB inh	3.4	-1.2	0.6	-0.4	/	0.9	0.8	-0.6	/	-3.9
CCHF vOTU inh	-11	6	-12	4	0	-10	0	-13	-4	10
FadD28 FP inh	-4.2	0.2	-4.7	-0.2	-1.1	-0.2	0.5	0.0	-2.3	-2.6
PrPC TRFRET	-9	-1	-2	0	1	-6	-8	-6	3	84*
Anthrax LF inh2	-2	-8	-4	-5	/	0	2	2	3	-1
BoNT-A LC inh2	0.6	-0.2	-0.4	-0.9	/	0.0	-1.5	0.0	1.0	-0.7
Y pestis TopoI	13	10	-2	1	25	10	4	-1	-7	1
BoNT-F LC inh	-2	-5	-4	-2	/	-6	10	-7	4	0

# Compounds shown so far that contain a furan ring, fused or not (two):
13. Cc1ccc(-c2csc(NC(=O)CCNC(=O)c3ccco3)n2)cc1
17. Cc1nnc(NC(=O)C(C)Sc2nnc(-c3ccco3)n2C(C)C)s1 (stereo not given)

compound no.	13	17
PfHsp40 rescue	1.1	-1.4
TcdB inh	0.6	0.8
CCHF vOTU inh	-12	0
FadD28 FP inh	-4.7	0.5
PrPC TRFRET	-2	-8
Anthrax LF inh2	-4	2
BoNT-A LC inh2	-0.4	-1.5
Y pestis TopoI	-2	4
BoNT-F LC inh	-4	10

# Other results follow:
21. COc1cc(S(=O)(=O)Nc2ccccc2)ccc1NC=O
22. CCOC(=O)N1CCN(C(=O)C2CCCN(c3ncnc4c3nc3n4CCCCC3)C2)CC1 (stereo not given)
23. CCC(=O)NC(=S)Nc1ccc(NC(=O)c2ccccc2[N+](=O)[O-])cc1
24. O=C(CNC(=O)c1ccc2c(c1)OCO2)Nc1cccc(Br)c1
25. CCN(C(=O)CN1CCN(c2ccccc2OC)CC1)c1c(N)n(Cc2ccccc2)c(=O)[nH]c1=O
26. Cc1cccc(C(=O)NCC(=O)OCC(=O)N2CCN(S(=O)(=O)c3ccc(C)cc3C)CC2)c1
27. Cc1ccc(-c2noc(/C=C/c3ccccc3)n2)cc1
28. CCc1nnc(NC(=O)C2CCN(c3nccc(C)n3)CC2)s1
29. O=C(COC(=O)/C=C/c1ccccc1[N+](=O)[O-])NCc1ccco1
30. Nc1nonc1-n1nnc(C(=O)N/N=C/c2ccc(OCc3ccccc3)cc2)c1CN1CCCCC1

compound no.	21	22	23	24	25	26	27	28	29	30
PfHsp40 rescue	0.5	0.8	1.9	0.5	1.4	0.3	-0.7	1.2	-0.3	-1.5
TcdB inh	/	2.0	-2.0	0.9	/	-0.6	/	/	-6.8	1.3
CCHF vOTU inh	14	2	-5	-4	4	-3	-13	-3	3	12
FadD28 FP inh	-2.3	-2.6	-0.9	0.5	-3.3	-0.2	-0.3	-3.1	-5.2	1.4
PrPC TRFRET	1	6	-17	1	2	7	-4	1	-8	-9
Anthrax LF inh2	-3	14	0	0	0	-2	3	-5	1	1
BoNT-A LC inh2	-1.7	-5.6	0.2	-0.1	1.0	-0.1	0.1	-0.2	-0.5	-1.3
Y pestis TopoI	2	9	-3	0	-3	26	5	0	8	1
BoNT-F LC inh	-16	-21	0	-13	-4	-4	-7	-10	-3	3

31. CN(CC(=O)Nc1ccc(N2CCOCC2)cc1)CC(=O)Nc1ccc(C(F)(F)F)cc1
32. O=c1[nH]c(CSc2ccccc2)nc2c1oc1ccccc12
33. O=C(Cn1c(=O)oc2ccccc21)Nc1nc(-c2ccccc2)cs1
34. CCOC(=O)C1CCN(C(=O)c2cc(S(=O)(=O)N3CCc4ccccc43)ccc2OC)CC1
35. CCN1CCC(O)(/C=C/c2ccc(C)cc2)C(C(=O)/C=C/c2ccc(C)cc2)C1 (stereo not given)
36. O=C(c1ccc2c(=O)n(Cc3ccc(Cl)cc3)c(=S)[nH]c2c1)N1CCOCC1
37. COc1ccccc1Nc1nc(NCCO)nc(N)c1[N+](=O)[O-]
38. COCc1ccc(-c2c(-c3ccsc3)sc3ccccc23)cc1
39. Cc1ccc(S(=O)(=O)N2CCN(C(=O)CN3C(=O)NC4(CCOc5ccccc54)C3=O)CC2)cc1 (stereo not given)
40. O=C(CN1C(=O)C(c2ccccc2)Oc2cccnc21)NCc1ccccc1F (stereo not given)

compound no.	31	32	33	34	35	36	37	38	39	40
PfHsp40 rescue	-0.2	-1.6	-0.2	0.2	0.4	1.1	/	-1.6	0.2	0.5
TcdB inh	-0.6	0.7	1.1	-1.6	2.5	2.2	3.0	-0.2	/	0.6
CCHF vOTU inh	10	-9	-11	-4	-5	4	4	14	3	10
FadD28 FP inh	-0.9	-1.2	0.7	-2.6	-7.0	-6.7	-2.3	-1.0	0.0	-2.6
PrPC TRFRET	-6	5	2	2	6	-5	-13	8	7	0
Anthrax LF inh2	-4	-4	-2	-2	-2	-4	6	-7	-3	0
BoNT-A LC inh2	-0.6	-1.0	0.6	?	0.1	1.2	-0.9	-0.5	-0.5	-0.4
Y pestis TopoI	-3	11	14	19	2	6	-3	8	5	-4
BoNT-F LC inh	-3	0	6	16	-3	2	-4	-3	-8	-1

# Reprinted at random: two entries already listed, in no set order.
34. CCOC(=O)C1CCN(C(=O)c2cc(S(=O)(=O)N3CCc4ccccc43)ccc2OC)CC1
33. O=C(Cn1c(=O)oc2ccccc21)Nc1nc(-c2ccccc2)cs1

compound no.	34	33
PfHsp40 rescue	0.2	-0.2
TcdB inh	-1.6	1.1
CCHF vOTU inh	-4	-11
FadD28 FP inh	-2.6	0.7
PrPC TRFRET	2	2
Anthrax LF inh2	-2	-2
BoNT-A LC inh2	?	0.6
Y pestis TopoI	19	14
BoNT-F LC inh	16	6

# Later entries.
41. Cn1c(=O)[nH]c(=O)c2c1nc(Br)n2CC(O)COc1ccc(Cl)cc1 (stereo not given)
42. Cc1cc(C)n(CCN(C)C(=O)CCc2nnc(-c3ccc4c(c3)OCO4)o2)n1
43. COC(=O)C1=C(c2cccc(C#N)c2)C[C@@H]2CC[C@H]1N2C(=O)NCc1ccco1
44. CC(C)c1ccc(CNNC(=O)c2ccccc2)cc1
45. CN(CC(=O)Nc1ccc(Cl)cc1)CC(=O)Nc1ccc(C(N)=O)cc1
46. CCCCN(C(C)=O)c1c(CC)nc2ccc(C(=O)NCCCN(C)C)cn12
47. C/C(=N\NC(=O)c1ccccc1)c1nc2ccccc2n1C
48. CCOC(=O)c1c(C)oc2c1c(C(c1cccnc1)N1CCCCC1)c(O)c1ccccc12 (stereo not given)
49. Cc1oc(-c2cccc(Cl)c2)nc1CS(=O)(=O)CC(=O)NCCN1CCCC1
50. Cc1ccc(NC(=O)NC2CCCCC2)cc1S(=O)(=O)N1CCOCC1

compound no.	41	42	43	44	45	46	47	48	49	50
PfHsp40 rescue	0.8	0.0	2.2	-0.3	-0.7	/	-0.9	-0.7	0.0	0.5
TcdB inh	-1.0	-3.7	0.1	1.5	0.3	1.2	-1.1	/	0.0	-0.4
CCHF vOTU inh	6	6	0	10	-4	2	-6	11	-3	-6
FadD28 FP inh	0.3	?	-5.2	-0.7	-0.8	-0.9	0.7	-2.3	-6.4	-2.2
PrPC TRFRET	10	3	1	-2	0	2	4	2	-1	8
Anthrax LF inh2	0	1	-1	-3	2	-8	-1	1	-6	-2
BoNT-A LC inh2	-0.7	-0.5	0.2	-1.5	-0.2	-0.7	0.2	0.2	-0.2	-0.7
Y pestis TopoI	-8	-16	7	2	0	-7	-7	12	2	5
BoNT-F LC inh	0	-1	-10	-8	-5	0	-7	-11	-10	-6

51. O=C1CCC(C(=O)OCC(=O)N2N=C3/C(=C/c4ccccc4)CCCC3C2c2ccccc2)N1 (stereo not given)
52. Cc1cccc(C)c1NC(=O)CN1CCN(C(=O)CNC(=O)c2ccc(N3CCCC3=O)cc2)CC1
53. CCOC(=O)CCCNC(=O)COC(=O)c1cccc(C)c1O
54. COc1ccc(OC(=O)c2cccc([N+](=O)[O-])c2)c(C(=O)/C=C/c2cccs2)c1
55. C#Cc1cccc(C(=O)N2CCCC(CCC(=O)NCc3ccccc3F)C2)c1 (stereo not given)
56. CCC1(C)NC(C(=O)O)Cc2c1[nH]c1ccccc21 (stereo not given)
57. CCC(=O)NC(=S)Nc1ccccc1F
58. O=C(C1=C[C@@H](C2CC2)C[C@@H](OCc2ccc(CO)cc2)O1)N1CCOCC1

compound no.	51	52	53	54	55	56	57	58
PfHsp40 rescue	7.2	-0.6	0.1	-0.2	0.3	0.4	-0.5	-0.2
TcdB inh	4.6	1.1	/	/	0.1	0.9	/	0.3&2.3
CCHF vOTU inh	14	-5	4	0	-8	7	4	-7
FadD28 FP inh	-5.7	-1.4	-1.7	-0.6	-1.7	-2.4	-2.4	-0.5
PrPC TRFRET	0	7	5	-1	-1	-6	2	1
Anthrax LF inh2	0	2	0	-1	-1	-16	-1	-8
BoNT-A LC inh2	?	2.8	-0.1	1.4	-3.7	-5.3	-0.6	-0.1
Y pestis TopoI	24	-1	7	6	11	-2	1	-1
BoNT-F LC inh	-1	1	-2	-4	-3	5	-10	-5
